Screens: PubChem BioAssay, several laboratories
STAT3 act = activators of IL-6 induced STAT3 signaling; U3A cells, IL-6 STAT3-luciferase reporter, luminescence; 100% = signal with IL-6 EC80 alone; activation (% of control), % at 5.6 µM; actives 0.91% (n = 190,000);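 active = activation above the screen-wide mean of compound activation plus 3 SD, cut at about 130% in these data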;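 also: 0% = background luminescence of wells with medium and substrate only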
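Material: STAT1-lacking human U3A cells, STAT3 luciferase reporter | Benchmarks: IL-6-only wells as 100% reference | Probe or stimulus: IL-6 (33 ng/mL) | Timing: Compound 1 h, then IL-6 6 h at 37 °C | Detection: Luminescence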
STAT1 inh = STAT1 signaling inhibition; NIH 3T3 STAT1-luciferase reporter, IFN-gamma, luminescence; inhibition, % at 5.5 µM; actives 0.35% (n = 200,000); AID 920;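 active = inhibition above a set limit, the mean inhibition across all tested compounds plus 3 SD, cut at about 34% in these data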;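 also: 0% = IFN-gamma with DMSO and 100% = IFN-gamma with 300 µM nifuroxazide; values of inactives mirror those of a sister screen read the other way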
NF-kB expr up = NF-kB expression increase, human neuronal cells; NF-kB reporter expression; active compounds read high; fold change at 12.5 µM; actives 1.6% (n = 190,000); AID 1239; in the data active = fold change above about 3.3
STAT1 act = increases IFN-gamma driven STAT1 reporter signal. NIH 3T3 STAT1-luciferase reporter, luminescence; 100% = IFN-gamma alone, no compound. actives 2.6% (n = 200,000). activation (% of control), % at 5.5 µM;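 active = activation above the screen-wide mean activation plus 3 SD, cut at about 130% in these data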;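 also: raw ratio to IFN-gamma control signal so 100% means no change and 0% no light; values of inactives mirror those of a sister screen read the other way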
RAM network inh = yeast RAM network inhibition. S. cerevisiae dse1pr::URA3 reporter, 5-FOA growth OD615, 2 d; analog-sensitive cbk1-as2 kinase mutant strain. inhibition, % at 50 µM. actives 1.8% (n = 190,000);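 active = inhibition above a set limit, 3 SD over mean compound inhibition, cut at about 8.4% in these data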;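 also: 0% = DMSO-only wells with no growth and 100% = 10 µM 1-NA-PP1 full growth; inhibition rescues growth on 5-FOA so higher OD means more RAM inhibition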
APP 5UTR inh = APP translation inhibition; AID 1285; actives 0.82% (n = 190,000); SH-SY5Y APP 5'UTR-luciferase reporter, luminescence; inhibition, % at 2 µM;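 active = inhibition above a set limit, derived from the sample mean plus 3 SD, cut at about 45% in these data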; also: values of inactives mirror those of a sister screen read the other way
Hsp70 activator = switches on Hsp70 transcription; HeLa Hsp70 promoter luciferase reporter, luminescence; scaled: vehicle 0, proteasome-inhibitor control 100%; activation, % at 10 µM; actives 0.04% (n = 200,000); AID 1203;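 active = activation above the mean across all tested compounds plus 3 SD, cutoff set per campaign, cut at about 5.5% in these data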;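 also: 100% = MG132 at 30 µM as the positive control and 0% = DMSO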
FLuc inh counter = Photinus pyralis luciferase inhibition counter-screen. P08659. ATPLite firefly luciferase biochemical luminescence, 10 min. inhibition, % at 10 µM. actives 1.5% (n = 200,000). AID 1006;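 active = inhibition above about 50% when tested at 10 µM, limit read from the data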
Target sequence (P08659 whole entry, looked up): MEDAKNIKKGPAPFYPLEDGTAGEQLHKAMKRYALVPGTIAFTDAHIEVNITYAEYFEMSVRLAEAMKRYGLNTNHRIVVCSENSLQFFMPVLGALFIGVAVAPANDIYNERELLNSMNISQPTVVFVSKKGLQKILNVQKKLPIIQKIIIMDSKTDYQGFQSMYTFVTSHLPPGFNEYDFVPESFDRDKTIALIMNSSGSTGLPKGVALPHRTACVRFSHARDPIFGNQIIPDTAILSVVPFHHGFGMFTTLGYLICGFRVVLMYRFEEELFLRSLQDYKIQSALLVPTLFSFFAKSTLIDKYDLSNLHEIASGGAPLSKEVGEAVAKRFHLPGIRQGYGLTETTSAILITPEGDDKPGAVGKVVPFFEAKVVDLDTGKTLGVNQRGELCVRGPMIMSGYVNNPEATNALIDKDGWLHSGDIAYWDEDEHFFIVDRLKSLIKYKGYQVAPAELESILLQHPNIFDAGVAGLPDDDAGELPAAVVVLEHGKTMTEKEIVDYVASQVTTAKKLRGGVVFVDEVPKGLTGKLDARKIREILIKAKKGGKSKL
APP 5'UTR act = activates APP 5'UTR luciferase reporter; SH-SY5Y APP 5'UTR luciferase reporter, luminescence; zero percent = DMSO vehicle wells; activation, % at 2 µM; actives 1% (n = 190,000); AID 1276;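 active = activation above a set limit, based on mean plus 3 SD of controls, cut at about 140% in these data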; also: values of inactives mirror those of a sister screen read the other way
STAT3 blocker = STAT3 signaling inhibition | actives 0.89% (n = 190,000) | inhibition, % at 5.5 µM | AID 862 | U3A cells, IL-6 STAT3-luciferase reporter, luminescence; host cell line lacks STAT1;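 active = inhibition above the mean inhibition across all screened compounds plus 3 SD, cut at about 44% in these data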;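 also: 0% = DMSO only wells and 100% = 100 µM nifuroxazide control wells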
Active calls of the source: *; · = no result given.

SMILES	STAT3 act	STAT1 inh	NF-kB expr up	STAT1 act	RAM network inh	APP 5UTR inh	Hsp70 activator	FLuc inh counter	APP 5'UTR act	STAT3 blocker
CC(=O)[C@H]1[C@H](c2cccc(Cl)c2)C(C#N)(C#N)[C@@H]2c3ccccc3C=CN21	102	14	1.4	88	1.1	-15	-0.6	-1	15	-8
CC1CCN(C(=O)COC(=O)c2cc3ccccc3cc2O)CC1	89	3	1.6	97	2.3	-1	-0.6	5	1	18
CC(C)(C)c1ccc(C(=O)CCCSC2=C(C#N)C(c3ccco3)C3=C(CCCC3=O)N2)cc1 (configuration not stated)	103	4	0.67	96	0.8	-25	-0.4	2	25	-1
N#CC(=C1CCCC1)c1nc(-c2ccc(Cl)cc2)cs1	100	-11	3	110	9.1*	-19	0.0	31	19	5
CC(C)OC(=O)CSc1nc(Cc2ccccc2)nc2ccccc12	106	-2	1.2	100	4.5	-6	-0.1	-6	5	-4
O=C(Oc1ccc(Cl)c2cccnc12)C12CC3CC(CC(C3)C1)C2	92	-9	1.2	108	5.1	-10	-0.3	1	10	14
O=C(CCNC(=O)c1ccc(Br)o1)NC1CCCC1	105	-5	1.1	105	3.5	2	0.0	-5	-2	-6
COC(=O)Cn1nc(-c2ccccc2)c2ccccc2c1=O	97	3	1.2	98	0.8	-3	-0.1	-6	3	8
CCOC(=O)/C(=N\Nc1ccccc1[N+](=O)[O-])c1csc(Nc2ccccc2)n1	90	-2	0.94	102	5.0	-11	-0.2	9	11	13
CC1CCCCC1NC(=O)COc1ccc(-n2cnnn2)cc1 (configuration not stated)	102	-2	0.43	102	0.1	1	-0.4	-3	-1	2
CN(C)CC(O)COc1cc2ccccc2cc1C(=O)N1CCCCC1 (configuration not stated)	93	1	0.88	99	2.0	-4	0.4	-6	4	11
COc1ccccc1/C=C/C1NC(=O)NC(C)=C1C(=O)OC(C)C (configuration not stated)	102	11	1	88	2.5	-4	-0.2	-2	4	2
CSc1ccccc1NC(=O)Cn1nc([N+](=O)[O-])cc1C	107	7	1.3	92	2.6	-3	-0.4	-7	3	-1
O=C1Nc2ccccc2S/C1=C\C(=O)N1CCCC1	92	-5	2.2	104	1.1	-45	-0.5	6	45	12
CCOC(=O)c1sc(NS(=O)(=O)c2ccc(NC(C)=O)cc2)nc1C	108	0	1.1	104	1.2	0	-0.1	0	0	-9
COc1ccc(CCNC(=O)Cn2cc(C(F)(F)F)cc(Cl)c2=O)cc1	97	4	1.1	96	2.3	-7	0.0	-7	7	12
O=C(c1cn(-c2ccccc2)nc1-c1ccc(F)cc1)N1CCOCC1	101	4	1.2	98	0.1	5	-0.1	12	-5	5
Cc1ccc(O)c(C(=O)c2cnc3c(c2)c(C)nn3-c2ccccc2)c1	104	2	0.89	99	5.5	2	-0.3	-3	-2	-3
O=C(Nc1ccccc1NS(=O)(=O)c1ccc(F)cc1)C1CCCC1	104	-3	1	101	0.6	20	0.1	-2	-20	-4
CC(C)[C@@H]1NC(=O)c2cc([N+](=O)[O-])cc(I)c2NCC[C@@H](C(N)=O)NC(=O)[C@H](CO)NC1=O	105	-6	1.2	106	-0.1	-2	-0.4	-6	2	-9
Nc1nncn1C(=O)CCc1ccccc1	102	2	1.4	98	0.7	-3	0.2	-3	3	2
CC12CC3(C)CC(C)(C1)CC(C(=O)NC(=S)N1CCCC1)(C2)C3	104	2	1.3	97	2.4	-11	-0.2	-5	11	8
COc1ccc2c(c1)SCC(=O)N2C	93	6	1.1	94	0.6	-15	0.2	-3	15	12
Cc1cccn2c(=O)c3cc(C(=O)N4CCCc5ccccc54)n(C)c3nc12	109	3	·	97	·	-2	-0.1	·	2	-8
O=C(CN1CCCCC1)N1CCCc2c1c(=O)oc1ccc(OCc3ccccc3)cc21	98	-8	0.75	107	0.0	1	-0.3	-8	-1	6
COc1ccccc1C(=O)Nn1c(-c2cccs2)nc2ccccc2c1=O	90	4	1.2	97	1.5	8	-0.3	0	-8	12
O=C(O)C1Nc2c(C(=O)N3CCOCC3)cccc2C2C=CCC12 (configuration not stated)	101	5	0.98	96	1.5	-3	-0.1	-2	3	3
COc1ccc(C2(C(=O)NCCN3CCOCC3)CCOCC2)cc1	109	2	1.1	98	1.0	4	0.2	-3	-4	-5
O=C(NC1CCCCC1)C(c1ccco1)N(C(=O)c1csnn1)C1CCCC1 (configuration not stated)	100	2	0.98	98	0.7	3	-0.1	2	-3	5
COc1ccccc1Nc1nc(N)nc(CN2CCCCC2)n1	94	-9	1.1	106	1.5	-84	-0.3	6	84	15
[O-][n+]1c2ccc3nonc3c2nn1-c1ccccc1Cl	103	-8	0.94	106	2.6	6	-0.1	-8	-6	0
CCN(CC)S(=O)(=O)c1ccc(C(=O)OCC(=O)c2ccc3c(c2)NC(=O)CO3)cc1	99	0	1.1	102	2.6	-7	-0.2	-1	7	11
Cn1c(=O)c2c(nc(SCc3cccnc3)n2Cc2ccccc2)n(C)c1=O	98	3	0.71	97	0.1	-6	-0.3	-7	6	6
O=C(CCCN1C(=O)/C(=C/c2cccs2)SC1=S)NNC(=O)c1ccccc1O	105	-3	0.91	103	6.3	5	-0.3	-7	-5	-11
O=C(NCN1C(=O)C2C3C=CC(C3)C2C1=O)Nc1ccccn1 (configuration not stated)	95	-1	1.2	101	0.0	11	-0.3	-4	-11	12
COc1ccc(C(=O)N=c2sc3ccccc3n2C)cc1OC	101	-23	2.2	122	3.7	-108	0.4	14	108	8
N#Cc1cc2c(nc1Cl)CCCC2	102	-3	1.1	103	0.7	-12	-0.2	2	12	-6
CC1(C(=O)OCC(=O)Nc2cccc(S(=O)(=O)NC3=NCCCCC3)c2)CC1(Cl)Cl (configuration not stated)	100	-4	0.97	101	0.1	-8	0.0	-3	8	5
CC(=O)NS(=O)(=O)c1ccc(NC(=O)/C=C/c2ccccc2)cc1	107	-2	1	99	2.3	-4	0.0	9	4	-4
NC(=O)COc1ccccc1C(=O)O	101	2	1.1	99	0.0	-1	-0.4	0	1	8

Compound profiles, from the list above. Values in the order: STAT3 act	STAT1 inh	NF-kB expr up	STAT1 act	RAM network inh	APP 5UTR inh	Hsp70 activator	FLuc inh counter	APP 5'UTR act	STAT3 blocker
CC(=O)[C@H]1[C@H](c2cccc(Cl)c2)C(C#N)(C#N)[C@@H]2c3ccccc3C=CN21 is entered as 102	14	1.4	88	1.1	-15	-0.6	-1	15	-8
N#CC(=C1CCCC1)c1nc(-c2ccc(Cl)cc2)cs1 is entered as 100	-11	3	110	9.1*	-19	0.0	31	19	5

(list continues)
SMILES	STAT3 act	STAT1 inh	NF-kB expr up	STAT1 act	RAM network inh	APP 5UTR inh	Hsp70 activator	FLuc inh counter	APP 5'UTR act	STAT3 blocker
Cc1cc(N2CCCCCC2)nc2ccccc12	98	-1	1	101	1.6	-3	-0.1	5	3	8
Nn1c(SC/C=C/c2ccccc2)nnc1-c1ccncc1	103	11	0.96	88	2.7	11	-0.2	-6	-11	0
CCC1CCCCN1C(=O)CSc1nc2c(cnn2-c2ccc(C)cc2)c(=O)[nH]1 (configuration not stated)	100	-1	1.5	101	6.3	-7	-0.2	1	7	9
COc1ccc(N=C2NC(=O)C(CC(=O)NCCc3ccc(OC)c(OC)c3)S2)cc1 (configuration not stated)	104	-1	0.94	99	3.4	-9	-0.2	-10	9	-3
CCOC(=O)N1CCN(C(=O)c2noc(C(C)C)c2[N+](=O)[O-])CC1	93	15	1.4	86	0.9	-19	-0.2	-10	19	8
O=S(=O)(NCC(c1cccnc1)N1CCOCC1)c1ccc(Cl)cc1 (configuration not stated)	97	-4	0.99	102	3.5	-23	0.1	-6	23	14
O=C(Nc1cccc(Cl)c1)Nc1ccnc(-c2cccnc2)n1	57	-2	0.53	102	0.6	56*	0.3	4	-56	55*
Cn1c(SCC(=O)Nc2nc(C(C)(C)C)cs2)nnc1C1CC1	100	9	1.1	90	1.1	2	-0.5	-7	-2	2
COc1ccc(S(=O)(=O)Nc2c(C(=O)O)[nH]c3ccccc23)cc1OC	141*	-1	1.2	101	2.5	4	-0.2	2	-4	-42
Cn1c(OCc2ccc3c(c2)OCO3)nc2c1c(=O)n(Cc1ccc(Cl)c(Cl)c1)c(=O)n2C	95	4	1.1	96	0.0	-9	0.1	-5	9	16
O=C(CSc1nc2ccccc2n1S(=O)(=O)c1ccccc1)N1CCCCC1	87	-22	1.4	120	0.7	-59	0.1	-4	59	18
COc1ccc(NC(=O)C23CCC(C2)C(C)(C)C3=O)cc1 (configuration not stated)	99	0	1.1	98	-0.6	10	-0.1	-2	-10	3
CC(C)(C)n1nnnc1C(c1cccs1)N(Cc1ccc(Cl)cc1)CC1CCCO1 (configuration not stated)	105	6	0.74	97	6.2	·	-0.2	6	·	-5
O=C(O)CCn1ncc2ccccc2c1=O	103	4	1	95	0.7	12	-0.4	-3	-12	-1
COC(=O)c1cc(OC)c(OC)cc1NC(=O)c1ccc(C)cc1	80	-8	1.2	108	3.7	1	-0.4	-1	-1	28
CCCOC(=O)c1ccc(Nc2cc(C)nc3ncnn23)cc1	84	9	1	92	-0.2	10	-0.2	-3	-10	23
Cc1cc(Cl)ccc1Oc1nc(-c2ccc(F)cc2)ccc1C#N	100	8	1.4	93	3.3	1	-0.2	-3	-1	8
C=CCN1C(=O)CS/C1=N/c1nccs1	101	7	1.1	94	0.0	-4	0.0	-9	3	2
CCCCC(=O)NC(=S)NNC(=O)c1ccc(Cl)cc1Cl	94	2	0.93	96	1.7	-14	-0.4	-5	14	12
c1ccc(CSc2nnc3ccc(-c4ccncc4)nn23)nc1	101	-5	1.2	105	0.2	-2	-0.3	-4	2	3
Cn1cccc1Cc1nnc(SCC(=O)NCc2ccccc2)n1-c1ccc(F)cc1	99	-4	0.98	103	1.6	3	0.0	0	-3	9
C=CCn1c(COc2cccc3cccnc23)nnc1SCC(=O)OC	120	-3	1	109	1.8	-1	-0.1	-6	1	-20
CC(=O)c1cccc(NC(=O)c2ccc(NS(=O)(=O)c3c(C)noc3C)cc2)c1	103	-8	0.97	107	8.2	-26	-0.3	-2	26	7
Cc1ccc2nc(NC(=O)Cn3nc(C)c([N+](=O)[O-])c3C)sc2c1	101	-4	0.89	104	2.8	3	-0.3	-3	-3	2
O=C(NCc1ccco1)c1ccc2c(c1)C(=O)N(Cc1ccccc1)C2=O	99	7	1.3	94	3.5	-13	-0.3	1	13	2
O=C(Nc1ccc(S(=O)(=O)Nc2nccs2)cc1)/C(=C/c1ccccc1Cl)NC(=O)c1ccccc1	78	0	1.2	100	4.4	-25	-0.1	-5	25	28
Cc1ccccc1NC(=O)CSCc1nc(N)nc(Nc2ccccc2C)n1	95	-11	1	110	-0.4	-2	-0.1	-2	2	2
O=C(Nc1nc(-c2cccc3ccccc23)cs1)c1ccc2c(c1)S(=O)(=O)c1ccccc1C2=O	101	-27	1.4	126	6.3	-10	-0.5	-4	10	1
COC(=O)c1c(-c2cc(C)ccc2C)csc1NC(=O)C1CC=CCC1C(=O)O (configuration not stated)	97	-6	1.1	104	1.6	-6	0.1	-8	6	5
Cc1ccc(NC(=O)N(Cc2cccnc2)Cc2ccco2)cc1C	107	-10	0.92	109	-0.1	8	-0.3	-6	-8	-6
